# PRMT1 FP inh: blocks human protein arginine methyltransferase 1 | Q99873 | recombinant PRMT1, activity-based probe fluorescence polarization | inhibition, % at 2.79 µM | actives 1.3% (n = 370,000) | AID 652257;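 active = inhibition above about 21% made by adding two undisclosed values, limit read from the data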
# Tn7 DDE FP: disrupts Tn7 cyclic peptide binding to fibrin D-Dimer-E complex | P02675 | FP displacement of FITC-Tn7 peptide from fibrin DD(E); 0% = median of compound wells per plate | inhibition, % at 8.3 µM | actives 0.13% (n = 370,000);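 active = inhibition above the mean of compounds falling within the control limits plus 3 SD of them, cut at about 14% in these data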;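 note: 0% = plate median of compound wells and 100% = 10 µM Aha-Tn7 peptide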
# Target sequence (P02675 whole entry, looked up): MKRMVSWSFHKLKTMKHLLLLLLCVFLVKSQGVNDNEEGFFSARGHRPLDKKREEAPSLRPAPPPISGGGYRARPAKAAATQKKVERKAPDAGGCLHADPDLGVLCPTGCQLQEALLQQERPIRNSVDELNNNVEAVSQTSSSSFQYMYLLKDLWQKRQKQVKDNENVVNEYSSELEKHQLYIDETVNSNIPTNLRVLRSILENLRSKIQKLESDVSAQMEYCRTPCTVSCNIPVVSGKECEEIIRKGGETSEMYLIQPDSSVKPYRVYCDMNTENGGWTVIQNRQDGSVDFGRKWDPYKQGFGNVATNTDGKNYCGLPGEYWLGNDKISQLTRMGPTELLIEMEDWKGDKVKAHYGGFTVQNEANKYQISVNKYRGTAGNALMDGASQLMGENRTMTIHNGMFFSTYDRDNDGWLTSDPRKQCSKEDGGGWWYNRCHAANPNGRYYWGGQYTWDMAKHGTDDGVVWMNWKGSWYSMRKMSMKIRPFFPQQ
#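 Assay system: human fibrin DD(E) protein / Input: 2 µM fibrin DD(E) / Benchmarks: high control of 10 µM Aha-Tn7 peptide / Measured by: fluorescence polarization of the labelled Tn7 tracer / Medium: Tris buffer with calcium and detergent, pH 7.8 / Timing: 10 min compound pre-incubation, 3 h probe incubation at room temperature / Repeats: one replicate per compound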
# TDP2 inh: blocks human TDP2 phosphodiesterase activity; actives 0.34% (n = 370,000); recombinant TDP2, T5PNP hydrolysis, p-nitrophenol absorbance 415 nm; inhibition, % at 12.8 µM; O95551;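 active = inhibition above the mean of all tested compounds plus 3 SD, set per campaign, cut at about 25% in these data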;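 note: 0% = DMSO with enzyme and 100% = buffer with substrate but no TDP2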
#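 System – recombinant human TDP2 · Quantity – TDP2 enzyme at 120 nM final · Doses – single concentration, 12.8 µM nominal, with 1% DMSO · Incubation – 2 h at 37 °C · Measured by – epi absorbance of p-nitrophenol freed from T5PNP by hydrolysis · Read-out – % inhibition relative to enzyme-containing and enzyme-free wells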
# mABHD4 FP: inhibitors of mouse ABHD4; Q8VD66; purified mABHD4, FP-Rh probe fluorescence polarization; inhibition, % at 8.92 µM; actives 0.54% (n = 370,000); AID 720543;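 active = inhibition exceeding the mean over every tested compound plus 3 SD, cut at about 30% in these data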;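 note: 0% = plate median of compound wells and 100% = S159A mutant with DMSO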
#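 Assay system: mABHD4 protein; medium: HEPES pH 7.0, NaCl, Pluronic buffer; dosing: 8.92 µM, single dose; schedule: 45 min + 60 min at 25 °C; signal: FP readout, ex 525 nm / em 598 nm; read-out: normalized percent inhibition of probe labeling; repeats: single replicate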
# LEDGF integ inh: blocks HIV-1 LEDGF/p75-dependent DNA integration; TR-FRET IN-LEDGF/p75 DNA integration, Eu/Cy5; inhibition, % at 3.7 µM; actives 0.64% (n = 370,000);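 active = inhibition above the screen-wide mean plus 3 SD, cut at about 13% in these data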;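 note: signal is the Cy5 over europium emission ratio at 671 and 618 nm; 0% = plate median of compound wells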
# TCR CD3 inh: blocks the human TCR-CD3 interaction | actives 0.37% (n = 360,000) | TAMRA-labeled TCR probe fluorescence, biochemical | AID 651800 | inhibition, % at 9.4 µM; in the data active = inhibition above about 19%;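 note: recombinant mutant TCR 2C K166C tagged with TAMRA read by polarization; 0% = receptor in buffer alone and 100% = receptor with positive control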
# UHRF1 binding: UHRF1 methyl-DNA binding inhibition. AID 687016. Q96T88. actives 0.75% (n = 370,000). inhibition, % at 4.4 µM. UHRF1 binding to methylated oligo, TR-FRET; in the data active = inhibition above about 21%;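 note: UHRF1 SRA domain binding a hemimethylated CpG hairpin DNA probe; 0% = median of test compound wells and 100% = reference inhibitor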
# PG9 binder: PG9 antibody binding by small molecule; inhibition, % at 6.7 µM; actives 0.43% (n = 360,000); AID 624416; TR-FRET gp120-PG9 antibody binding; in the data active = inhibition above about 8.5%
# SIAE primary: human SIAE inhibition, primary screen; Q9HAT2; SIAE FP-Rh probe binding, fluorescence polarization; inhibition, % at 9.66 µM; actives 0.69% (n = 370,000); AID 1053197;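 active = inhibition above a cutoff: mean of compounds within the control limits plus 3 SD of those, cut at about 17% in these data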;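 note: 0% = plate median of compound wells and 100% = probe without SIAE protein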
# Target sequence (Q9HAT2 whole entry, looked up): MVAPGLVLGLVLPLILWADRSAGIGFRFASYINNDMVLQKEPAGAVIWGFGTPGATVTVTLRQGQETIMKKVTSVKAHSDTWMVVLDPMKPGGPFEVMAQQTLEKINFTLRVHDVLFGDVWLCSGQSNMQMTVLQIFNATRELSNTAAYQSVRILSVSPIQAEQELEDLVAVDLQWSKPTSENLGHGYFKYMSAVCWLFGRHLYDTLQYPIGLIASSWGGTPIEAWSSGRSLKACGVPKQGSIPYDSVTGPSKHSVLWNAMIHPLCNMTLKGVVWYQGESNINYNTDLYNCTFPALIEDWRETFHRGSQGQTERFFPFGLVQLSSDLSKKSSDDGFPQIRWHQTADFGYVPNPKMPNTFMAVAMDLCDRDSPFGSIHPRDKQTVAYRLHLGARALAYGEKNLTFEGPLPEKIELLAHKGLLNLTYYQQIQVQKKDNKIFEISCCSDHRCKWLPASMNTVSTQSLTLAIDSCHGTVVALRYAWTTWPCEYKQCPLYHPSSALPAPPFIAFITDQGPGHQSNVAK
# HTRA1 inh: inhibitors of human serine peptidase HTRA1; recombinant HTRA1, FP-rhodamine activity-based probe, fluorescence polarization; inhibition, % at 5.96 µM; Q92743; actives 0.5% (n = 340,000); in the data active = inhibition above about 36%;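 note: 0% = enzyme with DMSO and 100% = wells lacking enzyme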
# * = called active by the depositor; nt = not tested or not shown.
SMILES,PRMT1 FP inh,Tn7 DDE FP,TDP2 inh,mABHD4 FP,LEDGF integ inh,TCR CD3 inh,UHRF1 binding,PG9 binder,SIAE primary,HTRA1 inh
O=C1c2ccccc2C(=O)C1c1nccc2ccccc12,-2,2,-1,5,-1,6,-5,-1.6,1,-3
Cc1ccccc1NC1(C#N)C(=O)Nc2ccccc21 (centres undefined),2,-3,4,10,0,-7,-4,-1.0,8,-5
CC(C)C(CCNC(=O)CN1C(=O)c2ccccc2C1=O)c1ccco1 (centres undefined),0,-6,3,-1,-1,0,0,-3.0,1,2
CCOC(=O)C1CCN(C(=O)Cn2nc(C)n3cccc3c2=O)CC1,5,-5,-5,-6,-2,0,3,0.9,-2,-2
CC1CCCC(NC(=O)COC(=O)COc2ccc(Br)cc2)C1C (centres undefined),-1,-2,6,-2,3,1,5,-3.3,-7,5
COC(=O)c1c(NC(=O)CC2SC(N)=NC2=O)sc(C)c1C (centres undefined),-1,-6,-18,-4,-1,-8,5,-0.4,-5,-1
O=C(Nc1ccc([N+](=O)[O-])cc1)Nc1ccc2c(c1)OCCO2,5,2,9,-1,1,-2,-1,0.7,-2,2
COC(=O)c1ccc(C)c(NC(=O)CCc2ccc(OC)cc2)c1,-2,2,-11,-7,-1,2,1,0.3,-2,-4
Cc1[nH]ccc(=O)c1OCc1ccc(Cl)cc1,0,1,-8,-9,-6,1,1,-1.5,-7,-4
Cc1cccc(NCc2cc(Cl)ccc2O)n1,-4,0,7,-2,-2,0,-1,0.2,5,-5
Cc1ccc(O)c(CNCCNCc2cc(C)ccc2O)c1,-2,2,-12,13,-4,4,2,-2.6,3,38*
O=C1C2CCCCC2C(=O)N1c1cccc(OS(=O)(=O)c2ccccc2)c1 (centres undefined),1,2,6,4,-1,1,-1,0.1,9,-3
COCCOC(=O)N(C)C[C@@H]1OCCCC[C@H](C)Oc2ccc(NC(=O)Nc3ccccc3)cc2C(=O)N([C@@H](C)CO)C[C@H]1C,-4,3,9,2,-3,nt,3,nt,0,nt
O=C(c1ccc(Br)o1)N1CCN(c2ccc(F)cc2)CC1,0,1,-5,-3,1,-6,3,-0.8,2,-4
CCNC(=O)CC1SC(=Nc2ccc(C)c([N+](=O)[O-])c2)N(C)C1=O (centres undefined),5,4,-4,-2,-5,-7,-1,1.3,-2,nt

# Single records (already shown). Screens in order: PRMT1 FP inh, Tn7 DDE FP, TDP2 inh, mABHD4 FP, LEDGF integ inh, TCR CD3 inh, UHRF1 binding, PG9 binder, SIAE primary, HTRA1 inh
# Results for `Cc1cccc(NCc2cc(Cl)ccc2O)n1` = -4, 0, 7, -2, -2, 0, -1, 0.2, 5, -5
# Results for `O=C(Nc1ccc([N+](=O)[O-])cc1)Nc1ccc2c(c1)OCCO2` = 5, 2, 9, -1, 1, -2, -1, 0.7, -2, 2
# Results for `COCCOC(=O)N(C)C[C@@H]1OCCCC[C@H](C)Oc2ccc(NC(=O)Nc3ccccc3)cc2C(=O)N([C@@H](C)CO)C[C@H]1C` = -4, 3, 9, 2, -3, nt, 3, nt, 0, nt
# Results for `COC(=O)c1c(NC(=O)CC2SC(N)=NC2=O)sc(C)c1C` (centres undefined) = -1, -6, -18, -4, -1, -8, 5, -0.4, -5, -1

# Continuation.
SMILES,PRMT1 FP inh,Tn7 DDE FP,TDP2 inh,mABHD4 FP,LEDGF integ inh,TCR CD3 inh,UHRF1 binding,PG9 binder,SIAE primary,HTRA1 inh
CN(C)C(CNC(=O)C1CC(=O)N(Cc2ccccc2)C1)c1ccccc1 (centres undefined),-3,-7,3,0,5,-1,1,0.9,9,2
Cc1ccc(CNC(=O)CNS(=O)(=O)c2ccc(Br)s2)cc1,1,6,-8,-2,-4,4,-3,-1.2,-6,-5
COc1cccc(C2=NOC(C(=O)NCc3cccnc3)C2)c1 (centres undefined),1,8,3,-1,-2,2,0,-0.5,4,2
Cc1cc2n(n1)C(c1ccc3c(c1)OCO3)Nc1c(C)cccc1-2 (centres undefined),-2,-5,3,3,0,9,-2,-0.4,6,-22
Nc1c(-c2ccccc2)cnn1-c1cccc(C(F)(F)F)c1,0,-3,7,-3,-2,1,-2,1.7,-4,-6
Cc1ccc(-c2nc(CSCC(=O)NCCN3CCN(Cc4ccccc4)CC3)c(C)o2)cc1,-1,-7,2,7,-4,3,-3,-1.7,3,-3
Nc1nnc(SCC(=O)c2ccc3ccccc3c2)s1,-1,3,-9,-11,-1,0,-4,-1.5,3,-21
O=C(c1ccc(NC(=O)C2(c3ccccc3)CCOCC2)cc1)N1CCOCC1,3,7,-3,-2,-4,0,3,0.4,-1,0
CCCS(=O)(=O)N1CCC(C(=O)NCCN(C)Cc2ccccc2)CC1,-1,-3,-1,4,-1,6,-1,2.9,2,2
O=C(c1ccccc1)c1nnc(-c2ccccc2F)o1,7,3,-11,-17,4,-3,4,-1.1,-9,-3
NCCCC[C@H]1CNC(=S)N1CC1(c2ccccc2)CC1,-4,4,-16,-5,-2,-5,7,1.0,4,3
COc1ccccc1CNC(=O)COc1ccc2c(c1)CCC2,-5,6,7,-5,6,4,1,0.5,4,-2
CCN(CC)c1ccc(/C=C2\CCC(/C=N/NC(=O)c3ccc(=O)n(C)c3)=C2N2CCOCC2)cc1,0,-9,-2,-1,-2,-7,-5,-3.6,10,8
CCc1nnc2c3cnn(-c4ccccc4)c3ncn12,0,-6,-6,-6,0,3,2,-2.1,-4,-4
COc1ccc(C(C)NCCC(c2ccc(OC(C)C)cc2)c2ccccc2OC)cc1 (centres undefined),-2,5,-12,11,8,-6,-3,-1.9,2,-24
Cc1c(OCC(=O)C(C)(C)C)ccc2c(-c3ccccc3)cc(=O)oc12,-1,-2,-16,-3,3,0,5,-1.8,8,-42
O=C(Cn1nnc(-c2ccc(CN3CCOCC3)cc2)n1)N1CCCc2ccccc21,0,-1,5,-5,3,4,-2,-1.5,-4,-6
O=C1OC2(c3ccccc31)c1ccccc1-c1ccccc12,2,11,6,-10,-5,-5,-1,0.8,-4,-37
O=C(CCC(=O)N1CCN(c2ccc(F)cc2)CC1)c1ccccc1,1,5,-4,2,1,-2,-2,-0.5,1,-1
CCc1ccc(NC(=O)CSc2nc(N)c(NC(=O)c3ccc(F)c(F)c3)c(=O)[nH]2)cc1,2,-4,-4,-1,-1,5,0,0.3,-8,-8
Cc1ccc(NC(=S)N2CCC(c3ccc(C)cc3)C2)cc1 (centres undefined),3,3,14,-3,-1,4,1,1.0,0,-14
O=c1cc(N2CCN(Cc3ccccc3)CC2)[nH]c(=O)n1-c1cccc(C(F)(F)F)c1,-2,0,3,-9,0,3,-2,-1.6,12,2
Cc1cc(C)c(S(=O)(=O)N2CCCC(C(=O)NCc3ccccn3)C2)c(C)c1 (centres undefined),3,3,13,3,2,6,-2,-0.3,-3,0
Cc1nonc1-c1csc(N)n1,0,2,8,3,0,5,6,0.7,2,8
CN1CCN(c2ccc(-c3ccnn3C(=O)Nc3ccccc3)cc2)CC1,-2,-1,-4,3,2,8,1,0.9,4,1
CCN(c1ccc(OC)cc1)c1ncnc2nc[nH]c12,3,-3,-6,9,3,-10,6,1.2,1,-6
N#CC(Cc1cc2ccccc2n1S(=O)(=O)c1ccccc1)OCc1ccccc1 (centres undefined),9,2,0,-5,-2,-1,1,0.1,-5,-22
CCCc1cc(=O)[nH]c(N/N=C/C=C\c2ccccc2)n1,-2,-2,-25,-5,-2,-4,-2,-3.5,1,6
Cc1ccc(C(=O)n2cnc3ccccc32)cc1C,12,0,2,1,1,-1,0,-1.4,-5,-3
CCOC(=O)c1c(C)n(-c2ccccc2)c2ccc(O)c(CN(C)C)c12,0,4,2,-1,-3,-2,0,-1.9,15,6
O=C(c1ccco1)N1N=C(c2cccs2)CC1c1cc([N+](=O)[O-])ccc1O (centres undefined),13,0,-5,-12,0,-5,1,-0.2,-14,-7
COCCNC(=O)CSc1nc(N)c(NC(=O)c2ccccc2F)c(=O)[nH]1,0,2,12,-6,1,1,2,-0.1,4,1
O=C(CCC1CCCCC1)NCc1cccs1,0,-9,0,-5,0,-4,2,-0.2,0,4
O=C1/C(=C\c2ccccc2)SC(=S)N1CCC(=O)N1CCCCC1CCO (centres undefined),1,-4,17,-5,-1,-6,0,-1.3,7,-10
COC(=O)CSc1nc(-c2ccccc2)cc(-c2ccco2)c1C#N,-1,-6,2,-1,1,-7,0,-1.3,-12,-28
O=S(=O)(c1ccccc1)N1CCN(c2ccnc3cc(Cl)ccc23)CC1,6,0,-9,0,-8,-5,1,1.1,-8,nt
CC(=O)c1ccc(NC(=S)N2CCC(O)CC2)cc1,-1,5,-13,-6,3,7,0,-1.6,2,8
CCOC(=O)c1cn2nc(N3CCCCC3)ccc2n1,-9,9,-3,5,4,1,1,-1.5,0,1
O=C(O)CNC(=O)c1ccc(Oc2c(F)c(F)c(Oc3ccc(C(=O)NCC(=O)O)cc3)c(F)c2F)cc1,2,1,7,-4,1,1,0,-1.9,2,-7
O=C1NC[C@H](CCCCN2C[C@H](Cc3ccc(O)cc3)N(CCc3ccccc3)C(=O)C2=O)N(CCC2CCCCC2)C1=O,-4,-3,-4,1,1,-4,6,-0.8,0,nt
Cc1ccc(NC(=O)CN2CCC3(O)CCCCC3C2c2ccc3c(c2)OCO3)c(C)c1 (centres undefined),1,3,5,3,3,0,15,0.9,4,-20
COc1cc(NC(=O)CSc2nnc(-c3cc(C)on3)o2)cc(OC)c1,-1,-2,-5,-2,-5,-2,4,-0.3,-6,0
CCOc1ccc(NC(=O)c2nnn(CC(=O)Nc3ccccc3OC)c2N)cc1,1,0,8,-3,-1,1,-3,-0.5,2,-6
O=c1cc(-c2ccccc2)nc2nc(COc3ccccc3)[nH]n12,-2,-2,8,-1,-1,-6,2,-2.2,9,-1
Cc1nn(-c2ccccc2C(=O)O)c(=O)c2ccccc12,0,-3,-9,1,-2,-8,4,-2.9,-6,5
COC(=O)c1c(-c2cccc(C)c2)csc1NC(=O)C1CCCO1 (centres undefined),-8,-3,-14,2,2,1,-2,0.8,8,-14
O=C(O)c1ccc(C2CCCCC2)cn1,0,-2,11,1,1,1,-3,0.1,-5,7
Cc1ccccc1CCNC(=O)Cn1ccc2cc(S(=O)(=O)N3CCCC3)ccc21,-5,0,2,1,2,1,3,-0.7,-4,-5
Cn1cccc1C(=O)Nc1nccs1,0,-1,-7,-1,-2,6,-3,-0.7,-9,1
CC(C)C[C@H](NC(=O)Nc1cccc(Br)c1)C(=O)O,3,0,9,5,-1,0,3,-0.5,-2,2
COc1ccc(/C=N/NC(=S)Nc2ccccc2)cc1,5,1,0,5,-2,-8,0,-0.7,5,-2
c1ccc(CNc2ncnc3nc[nH]c23)cc1,-2,-5,-11,-1,6,0,-3,0.9,-5,-2

# Screening data: PubChem, The Scripps Research Institute Molecular Screening Center

# Outcome played no part in choosing rows; any-hit rate near 4.2%.
